# Source: PubChem BioAssay (National Center for Advancing Translational Sciences (NCATS))
# DNA Pol III inh: DNA polymerase III holoenzyme inhibition; reconstituted DNA polymerase III holoenzyme replication, biochemical; Potency, µM (series often up to 57.1 µM), inactives show at the top dose activity change, negative = inhibition; 71,000 tested, 0.25% active; AID 603; also: potency is read from the fitted curve at half-maximal effect; % is scaled to controls: 0 for no effect and ±100 for the full control effect
#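 Reconstituted *E. coli* holoenzyme (0.35 nM Pol III, 1 nM beta, 154 nM SSB, 2 nM primase) was preincubated with compound for 15 min at RT. Synthesis on 1.4 nM ssM13Gori ran 35 min, then was stopped with PicoGreen/EDTA and read as dsDNA fluorescence.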
# CRE Fsk mod: alters forskolin-stimulated CRE reporter signaling in CHO cells; CHO CRE-bla reporter (cAMP response element driving beta-lactamase), forskolin EC10, beta-lactamase ratio; Potency, µM (top dose mostly 38.2 µM), inactives show at the top dose activity change, negative = inhibition, hits mostly activators; 71,000 tested, 2.5% active; AID 662; active = well fitted activation curve with a large enough effect in the signal ratio, with a control signal flat, not every such curve was filed as active; inconclusive = small, poorly fitted or top-dose-only effect, or effect the other way, or a change in a side signal; the % refers to the signal ratio; also: potency is read from the fitted curve at half-maximal effect; % of control where 0% means no effect
#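 Modulation of forskolin-driven signalling is measured in CHO cells carrying a CRE-controlled beta-lactamase reporter. Cells are stimulated with EC10 NKH 477 in the presence of titrated compound for 3 h at 37 °C, then loaded with CCF4 for 2 h at room temperature.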
# BRCT PPI green: BRCA1 BRCT-phosphoprotein interaction inhibition; Potency, µM (titrated, usually from 76.9 µM), without a hit: at the top dose activity change, negative = inhibition, hits mostly inhibitors; AID 875; 75,000 tested, 0.05% active; BRCA1 BRCT-phosphopeptide binding, green fluorescence polarization;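 also: potency is read from the fitted curve at half-maximal effect; plate controls were peptide without protein for full effect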
#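 Compounds were incubated for 12 min at room temperature with a complex of 100 nM fluorescein-tagged pBACH1 decapeptide and 250 nM His-tagged BRCT protein. Buffer was phosphate pH 7.3 with EDTA, DTT and Tween 20. Disruption of binding lowers the polarization signal.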
# BRCT PPI red: inhibitors of human BRCA1 BRCT-phosphoprotein interaction (red fluorophore); BRCT-phosphopeptide binding, red fluorescence polarization; Potency, µM (top dose mostly 76.9 µM), without a hit: at the top dose activity change, negative = inhibition, most hits filed as inhibitors; 75,000 tested, 0.03% active; AID 892; also: % is scaled to controls: 0 for no effect and ±100 for the full control effect
#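 Rhodamine-labelled pBACH1 10-mer (100 nM) bound to BRCT domain (100 nM) at pH 7.3; compounds incubated 12 min room temperature, polarization read. Free peptide defines full inhibition; unlabelled decapeptide titrated as control.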
# 4-MU autofl: compound fluoresces in the 4-MU spectral region. max dye-equivalent concentration, M. 59,000 tested, 11% active. compound autofluorescence, 340/450 nm, 4-MU equivalents; stronger effect = higher value; in the data active = max dye-equivalent concentration above about 10 nM; inconclusive = mostly about 1.1 nM to 9.6 nM
#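 Compounds in 100 mM Tris, pH 8.0, sat 15 min at room temperature before fluorescence was read at 340 nm excitation/450 nm emission; a per-plate six-point 4-MU standard curve converted signals to dye-equivalent concentration at each compound concentration.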
# Hsp90 Hop PPI: changes Hsp90-Hop TPR2A binding signal, up or down; 71,000 tested, 0.44% active; Potency, µM (series often up to 57 µM), inactives show top-dose activity change, negative = inhibition; AlphaScreen TPR2A-His6 binding biotin-Hsp90 C-terminal peptide; active = well fitted curve in either direction with a large enough effect; inconclusive = small, poorly fitted or top-dose-only effect, or another doubt; also: potency is read from the fitted curve at half-maximal effect; % is scaled to controls: 0 for no effect and ±100 for the full control effect; many of its hits are not listed in these tables
# GFP derepression: epigenetic modulators derepressing GFP locus in mouse cells | 68,000 tested, 0.09% active | AID 597 | Potency, µM (doses to about 46.1 µM), inactives show at the top dose GFP derepression (activation) | mouse C127i GFP locus derepression, cytometry, 30 h; also: % of control where 0% means no effect
#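 Read-out is the number of GFP-positive cells, scored as fluorescent objects 20 to 120 um wide, reflecting derepression of a silenced CMV-GFP reporter in murine C127i cells after 30 h compound exposure at 37 C.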
# HBB splicing: hemoglobin beta splicing modulation | HBB splicing reporter cell assay, activation; EGFP reporter with mutant IVS2-654 intron; response scale: normalised to 500 nM splice-correcting PNA | Potency, µM (titrated, usually from 46.1 µM), inactives show at the top dose activation, usual class: activators | 65,000 tested, 0.06% active; also: potency is read from the fitted curve at half-maximal effect; 0% is about no effect
#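 HeLa cells stably expressing EGFP interrupted by mutant beta-globin intron 2 (IVS2-654), 500/well in 2% FCS. Treated with compound for 2 days at 37C. Splicing correction scored as total well GFP intensity (488 nm excitation, 500-520 nm emission); 500 nM antisense PNA served as control.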
# A350 autofl: A350 region autofluorescence; Compound autofluorescence, 340/450 nm, Alexa 350 dye-equivalents; stronger effect = higher value; max dye-equivalent concentration, M; 59,000 tested, 11% active; AID 590; in the data active = max dye-equivalent concentration above about 10 nM; inconclusive = mostly about 1.1 nM to 9.6 nM
# 15-hLO inh: inhibitors of human 15-lipoxygenase (ALOX15). P16050. purified 15hLO-1, xylenol orange hydroperoxide absorbance. Potency, µM (highest dose often 57.1 µM), for inactives: at the top dose activity change, negative = inhibition, hits mostly inhibitors. 74,000 tested, 1.4% active. AID 887; also: potency is read from the fitted curve at half-maximal effect; % is scaled to controls: 0 for no effect and ±100 for the full control effect; nearly all actives have a fitted effect of over 55% in size
# Target sequence (P16050 whole entry, looked up): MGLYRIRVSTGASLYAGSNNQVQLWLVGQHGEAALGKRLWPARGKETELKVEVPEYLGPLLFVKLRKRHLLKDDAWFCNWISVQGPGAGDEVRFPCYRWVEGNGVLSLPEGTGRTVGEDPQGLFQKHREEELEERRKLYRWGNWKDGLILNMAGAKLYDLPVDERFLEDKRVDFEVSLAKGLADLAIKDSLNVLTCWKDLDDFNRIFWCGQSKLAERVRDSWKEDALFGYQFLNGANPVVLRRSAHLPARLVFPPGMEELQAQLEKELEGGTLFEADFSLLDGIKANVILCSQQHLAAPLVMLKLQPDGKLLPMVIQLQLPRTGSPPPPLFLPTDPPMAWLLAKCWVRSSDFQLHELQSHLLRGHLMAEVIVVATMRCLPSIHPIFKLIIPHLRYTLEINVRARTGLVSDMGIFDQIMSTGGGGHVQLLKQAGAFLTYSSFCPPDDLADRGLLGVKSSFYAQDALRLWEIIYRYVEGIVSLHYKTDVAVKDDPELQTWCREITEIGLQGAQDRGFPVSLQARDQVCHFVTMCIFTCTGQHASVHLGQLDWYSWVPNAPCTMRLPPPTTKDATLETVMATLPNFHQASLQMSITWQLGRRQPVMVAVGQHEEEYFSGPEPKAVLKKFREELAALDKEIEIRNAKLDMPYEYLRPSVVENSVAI
#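 Quantitative HTS in 25 mM Hepes pH 7.5 containing 0.01% Triton X-100: human 15hLO-1 at 40 nM, arachidonic acid at 50 uM, 6 min turnover. Product quantified via ferrous oxidation/xylenol orange, 573:405 nm absorbance ratio.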
# Ub-GFP proteasome: ubiquitin-GFP accumulation via proteasome inhibition | Ubiquitin-GFP reporter cells, proteasome inhibition, GFP fluorescence; response scale: untreated = 0%, 10 µM MG-132 = 100% | Potency, µM (doses to about 45.9 µM), without a hit: at the top dose activation (GFP accumulation), usual class: activators | 67,000 tested, under 10 active | AID 526; active = well fitted activation curve with a large enough effect, not every such curve was filed as active; inconclusive = small, poorly fitted or top-dose-only effect, or another doubt; inactive = no such curve, though single readings can be large or run the other way; also: potency is read from the fitted curve at half-maximal effect
#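 Proteasome blockade was scored as a rise in GFP-expressing U2OS cells carrying a ubiquitin(G76V)-GFP construct, imaged after 4 hr compound treatment at 37 °C across a 46 uM–2.9 nM series.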
# * = called active by the depositor; i = inactive; ? = inconclusive; · = not tested or not shown; & = joins results of further samples; [ ] = dose if it differs, or a comment. Unless noted, calls follow the shape of the dose curve; as a rule, active = well fitted curve in the direction sought with a large enough effect; inconclusive = small, poorly fitted or top-dose-only effect, or another doubt; inactive = no such curve, though single readings can be large; an effect the other way counts as inactive or inconclusive. A portion of the library. The share of hits here may be higher or lower than overall.
mol,DNA Pol III inh,CRE Fsk mod,BRCT PPI green,BRCT PPI red,4-MU autofl,Hsp90 Hop PPI,GFP derepression,HBB splicing,A350 autofl,15-hLO inh,Ub-GFP proteasome
COc1ccc2[nH]cc(CCN(C)C)c2c1,0%,-16%,-1.1%,2.0%,i,-3%,-6%[20.6 µM],0.6%,i,4%,-3%
CCCc1cc2c(n1CCO)C(C)C1CN(C(=O)c3ccccc3)C(C)(C(=O)OC)C21 (centres undefined),-3%,-24%,1.1%,1.3%,·,1%,·,0.1%,·,·,·
Clc1ccc([C@@H](OCCN2CCCCC2)c2ccccc2)cc1,-7%[25.6 µM],-5%[17.1 µM],-1.0%[34.4 µM],-2.7%[34.4 µM],i,0%[26 µM],2%[20.6 µM],-0.8%[20.6 µM],i,-4%[25.6 µM],-6%[20.5 µM]
CCN1CCN(Cc2ccc(C)cc2)CC1,-3%,0%,0.4%,0.2%,·,-3%,-3%,1.7%,·,5%,-6%
CC(C)(Cl)Cl,-4%,-6%,1.0%,-0.5%,·,-2%,·,0.4%,·,2%,·
c1ccc2ncccc2c1,0%,-11%,-1.1%,-1.5%,·,-6%,·,-0.3%,·,8%,·
COC(C)(C)C,0%,-8%,-2.6%,0.8%,·,1%,·,-0.5%,·,-6%,·
CN1CCN(c2nc3ccccc3c(=O)n2-c2ccccc2)CC1,2%,4%,-0.7%,0.0%,·,-1%,0%,-0.5%,·,-1%,6%
O=C1NC(=S)NC(=O)C1=Cc1cccc2cc3ccccc3cc12,-13%[11.4 µM],3%[7.6 µM],-0.9%[15.4 µM],0.0%[15.4 µM],?,-5%[11 µM],3%[9.22 µM],0.1%[9.22 µM],?,-16%[11.4 µM],-9%[9.17 µM]
CCN(CC)CCO,6%,-2%,-2.3%,1.0%,·,?,·,0.5%,·,-7%,·
Oc1ccc2c3c1O[C@H]1c4oc5ccccc5c4C[C@]4(O)[C@H](C2)N(CC2CC2)CC[C@@]314,-8%&-3%,?,2.9%&-1.3%,-0.6%&1.2%,i,-2%&-8%,0%&-1%,1.4%,i,1%[25.6 µM],2%&1%
CCN1CCN(Cc2nnnn2C(C)(C)C)CC1,-12%,-2%,-2.6%,0.4%,i,0%,3%,·,i,-7%,5%
COc1ncccc1C(=O)NCC(CC(=O)O)c1ccccc1 (centres undefined),-1%,-6%,-2.7%,1.3%,i,-2%,-2%,-0.5%,i,0%,5%
CN1C2C=C(N(C(=O)c3ccc(Cl)cc3)c3ccccc3)CC1CC2 (centres undefined),-9%,-4%,0.5%,1.5%,i,2%,0%,·,i,2%,-5%
Cc1[nH]c2ccc(O)cc2c1CCN,-4%&-4%,?,1.1%&-3.1%,0.7%&-0.8%,i,0%&-1%,-1%&-2%,1.1%,i,21%[25.6 µM],0%&-4%
Cc1c(C(=O)c2ccc3ccccc3c2)c2cccc3c2n1[C@H](CN1CCOCC1)CO3,3%,?,8.6%,0.1%,·,-23%,-1%,·,·,-3%[25.6 µM],3%
O=C(Cn1nc(Cc2cccnc2)c2ccccc2c1=O)N1CCC2(CC1)OCCO2,-8%,-5%,-0.9%,0.9%,i,2%,0%,1.8%,i,-7%,-10%
COc1cc(-c2ccc(N)c(OC)c2)ccc1N,-1%,?,0.0%,1.1%,·,-5%,·,-0.5%,·,1%,·
C=CCN1CC[C@]23c4c5ccc(O)c4O[C@@H]2C(=O)CC[C@@]3(O)[C@H]1C5,-4%,-4%,-2.1%,1.0%,i,-7%,0%,2.2%,i,-6%,3%
CC(=O)NC1CC2CCCC(C1)N2 (centres undefined),-5%,-1%,-0.9%,-0.4%,i,-15%,1%,1.0%,i,1%,1%

# Reformatted: results already given.
> CC(C)(Cl)Cl
  DNA Pol III inh: -4%; CRE Fsk mod: -6%; BRCT PPI green: 1.0%; BRCT PPI red: -0.5%; 4-MU autofl: ·; Hsp90 Hop PPI: -2%; GFP derepression: ·; HBB splicing: 0.4%; A350 autofl: ·; 15-hLO inh: 2%; Ub-GFP proteasome: ·
> O=C1NC(=S)NC(=O)C1=Cc1cccc2cc3ccccc3cc12
  DNA Pol III inh: -13%[11.4 µM]; CRE Fsk mod: 3%[7.6 µM]; BRCT PPI green: -0.9%[15.4 µM]; BRCT PPI red: 0.0%[15.4 µM]; 4-MU autofl: ?; Hsp90 Hop PPI: -5%[11 µM]; GFP derepression: 3%[9.22 µM]; HBB splicing: 0.1%[9.22 µM]; A350 autofl: ?; 15-hLO inh: -16%[11.4 µM]; Ub-GFP proteasome: -9%[9.17 µM]
> Clc1ccc([C@@H](OCCN2CCCCC2)c2ccccc2)cc1
  DNA Pol III inh: -7%[25.6 µM]; CRE Fsk mod: -5%[17.1 µM]; BRCT PPI green: -1.0%[34.4 µM]; BRCT PPI red: -2.7%[34.4 µM]; 4-MU autofl: i; Hsp90 Hop PPI: 0%[26 µM]; GFP derepression: 2%[20.6 µM]; HBB splicing: -0.8%[20.6 µM]; A350 autofl: i; 15-hLO inh: -4%[25.6 µM]; Ub-GFP proteasome: -6%[20.5 µM]

# Continued:
mol,DNA Pol III inh,CRE Fsk mod,BRCT PPI green,BRCT PPI red,4-MU autofl,Hsp90 Hop PPI,GFP derepression,HBB splicing,A350 autofl,15-hLO inh,Ub-GFP proteasome
Cc1cc(Cl)ccc1OCC(=O)N1CCN(C)CC1,-3%,2%,-2.1%,-0.2%,·,0%,0%,1.8%,·,2%,9%
CC(=O)N1C[C@@H]2C[C@H](C1)c1cccc(=O)n1C2,-4%,-11%,·,·,i,-2%,-5%[9.22 µM],·,i,·,2%
COc1ccc2c3c([nH]c2c1)C(C)=NCC3,-13%,?,-1.6%,0.6%,1.3e-06M*,-5%,-2%[9.22 µM],1.5%[20.6 µM],1.4e-06M*,7%[25.6 µM],1%
CCN(CC)S(=O)(=O)c1ccc(N=Cc2c(O)n(-c3ccccc3)c(=O)[nH]c2=O)cc1,3%,4%,0.4%,1.9%,·,-2%,2%,-2.5%,·,-8%,10%
C[C@]12CC[C@@H]3[C@H](CCC4=CC(=O)CC[C@]43C)[C@]1(O)CC[C@@]2(O)C(=O)CO,-9%[11.4 µM],?,-1.2%[15.4 µM],-1.3%[15.4 µM],i,-4%[11 µM],0%[9.22 µM],2.1%[9.22 µM],i,20%[11.4 µM],-5%[9.17 µM]
O=C(C(Cc1ccccc1)NS(=O)(=O)c1ccc(F)cc1)N1CCC2(CC1)OCCO2 (centres undefined),8%,8%,1.2%,1.5%,i,-2%,0%,0.9%,i,-6%,-6%
N#CC1=C(N)Oc2c(c(=O)oc3ccccc23)C1c1ccc(OC(=O)N2CCOCC2)cc1 (centres undefined),-4%,?,-3.4%,-0.7%,i,0%,3%,7.6%[0.369 µM],i,-6%,-2%
Cc1nc2cnc(N3CCNCC3)nc2n(C)c1=O,-4%,?,5.8%,-1.3%,1.3e-07M*,-4%,0%[9.22 µM],1.3%,1.6e-07M*,4%,-1%
CCCCn1c(O)c(C(C)=NCCc2ccccc2)c(=O)[nH]c1=O,4%,?,-2.5%,0.2%,?,-8%,2%,-2.5%[0.369 µM],1e-08M*,-9%,0%
CCCCn1c(O)c(C=NC2CCCCC2N)c(=O)[nH]c1=O (centres undefined),-1%,-4%,-0.7%,0.4%,i,-2%,0%,-1.8%,i,0%,1%
COc1ccc(C(=O)OC2C[C@H]3CC[C@@H](C2)N3C)cc1OC (some centres undefined),-5%[25.6 µM],6%[17.1 µM],-0.4%[34.4 µM],0.3%[34.4 µM],i,1%[26 µM],0%[20.6 µM],1.9%[20.6 µM],i,6%[25.6 µM],-8%[20.5 µM]
CC(C)(c1ccc(OC[C@@H]2CO2)cc1)c1ccc(OC[C@H]2CO2)cc1,-4%,?,-2.4%,-1.9%,·,5%,0%,·,·,0%[25.6 µM],1%
O=c1[nH]c(=O)n(Cc2ccco2)c(O)c1C=NCc1ccco1,-11%,38%,-1.2%,1.4%,i,-2%,2%,5.9%[1.84 µM],i,-10%,7%
CN[C@@H]1C[C@H](c2ccc(Cl)c(Cl)c2)c2ccccc21,-3%,?,0.7%,-1.0%,·,3%,-1%,·,·,-17%[25.6 µM],1%
NCC(CC(=O)O)c1ccc(Cl)cc1 (centres undefined),3%,-3%,-2.4%&-2.2%,-1.0%&2.1%,i,0%,-2%,-0.8%[57.5 µM],i,14%&-12%,-2%
COC(=O)C1=CCCN(C)C1,-1%[25.6 µM],-4%[17.1 µM],0.4%[3.08 µM],0.6%,i,0%[26 µM],5%[20.6 µM],-0.1%[20.6 µM],i,9%,3%[20.5 µM]
C=CC(N)=O,0%&-2%,1%&3%,-1.4%&-2.0%,0.3%&1.0%,·,3%&4%,·,1.1%&0.6%,·,2%&-17%,·
